All columns: NCI-60 one-dose screen, growth in % after 48 h at 10 µM unless noted; 100 = growth as untreated, 0 = no growth, -100 = all killed.
HS 578T: HS 578T breast cancer | 78,000 compounds, 4.1% hits | AID 1794788
MDA-MB-231: MDA-MB-231 breast cancer; 81,000 compounds, 5% hits; AID 1794789
BT-549: BT-549 breast cancer; 78,000 compounds, 4.4% hits
SK-MEL-28: SK-MEL-28 melanoma | 81,000 compounds, 4.1% hits
LOX IMVI: LOX IMVI melanoma | AID 1794757 | 79,000 compounds, 7.4% hits
MDA-MB-468: MDA-MB-468 breast cancer | 78,000 compounds, 8.5% hits | AID 2202374
MCF7: MCF7 breast cancer; 82,000 compounds, 6.3% hits; AID 1794796
T-47D: T-47D breast cancer; 79,000 compounds, 5% hits
Numbers without * were called inactive; · = no result given; & = joins results of further samples; ! = repeats disagree. The calls were made as follows: active = growth percent below 10; inactive = the rest. An excerpt. The share of hits here may be higher or lower than overall.

SMILES	HS 578T	MDA-MB-231	BT-549	SK-MEL-28	LOX IMVI	MDA-MB-468	MCF7	T-47D
CCCCOC(=O)c1ccccc1C(=O)O.CCCCOC(=O)c1ccccc1C(=O)O.[Cu+2]	97.3	123.6	105.1	111.5	89.4	103.4	98.3	103.7
CCCCCCCCCCOc1ccc(C(=O)Oc2ccc(CSP(=O)(OCC3OC(n4cnc5c(N)ncnc54)C(F)C3O)OC3C(CO)OC(n4ccc(=O)[nH]c4=O)C3F)cc2)cc1 (stereo not drawn)	83.6	114.3	56.8	113.7	71.1	103.8	82.0	117.0
COc1ccc(CCN)cc1	101.7	99.0	94.0	109.3	90.5	106.6	90.8	96.0
CN(N=O)C1=C(NC2CCCCC2)C(=O)c2ccccc2C1=O	102.6	97.9	104.9	103.9	84.2	86.2	87.0	76.4
S=P1(c2ccccc2)Nc2ccccc2S1 (stereo not drawn)	94.6	98.2	97.9	111.1	108.2	109.7	88.3	89.8
NP(N)(=O)CCl	105.8	110.4	98.2	111.8	98.0	109.5	99.0	97.0
Cc1cc[c-]cc1.Fc1c[c-]c(-c2ccccn2)c(F)c1.N#CCC[PH+](CCC#N)c1ccccc1.[Pt+2]	40.6	13.7	55.7	42.7	-2.6*	37.0	20.8	29.1
O=P(Nc1ccccc1)(Nc1ccccc1)N(CCCl)CCCl	102.9	·	95.4	112.8	97.8	110.2	99.2	96.0
CNC(=O)Oc1cc(C)cc(C)c1	106.1	110.6	84.0	111.5	98.6	101.5	96.4	87.6
O=C(CCCC1CCCCC1)OCC(Cl)(Cl)Cl	103.3	115.9	116.7	112.5	100.6	112.8	95.5	101.3
O=C(Nc1ccc([N+](=O)[O-])c(C(F)(F)F)c1)c1cc(-c2ccc(F)cc2F)ccc1O	105.4	91.2	120.9	98.9	92.7	92.9	86.2	93.1
COc1cc2cc(C(=O)N3C[C@@H](CCl)c4c3cc(OC(=O)N3CCN(C)[C@@H]5CSSC[C@H]53)c3ccccc43)[nH]c2c(OC)c1OC	-36.0*	-51.3*	-96.4*	-94.8*	-90.2*	-86.3*	-56.2*	-11.8*
O1[As]2O[As]3O[As]1O[As](O2)O3	·	-22.8*	-12.1*	-17.6*	0.4*	-63.2*	6.2*	22.9
Cc1sc2nc(N3CCN(C)CC3)[nH]c(=O)c2c1C	·	100.2	95.7	114.1	98.5	99.4	96.9	101.2
COc1cc([N+](=O)[O-])c2nc(C)ccc2c1[N+](=O)[O-]	106.0	94.4	97.4	103.1	71.5	-9.1*	69.1	·
CC(=O)OC1CCC2(C)C(=CC(=O)C3C2CCC2(C)C(OC(C)=O)CCC32)C1 (stereo not drawn)	94.7	114.8	116.1	116.2	99.2	99.6	118.0	102.4
CNC(=O)Oc1cccc(C(F)(F)F)c1	121.2	103.2	107.7	105.4	·	110.2	109.5	98.9
CCC1=C[C@@H]2CN3CCc4c([nH]c5ccccc45)[C@@](C(=O)OC)(C2)[C@@H]13	106.4	96.0	104.2	111.0	95.9	93.3	101.5	104.2
O=[N+]([O-])c1ccc(C(=Nc2ccccc2)N2CC2)cc1	109.2&111.2	97.5&101.8	102.5&91.9	105.6&105.7	95.3&106.6	96.4&105.7	91.9	99.4&102.8
C[C@H]1CC[C@H]2[C@H](C1)c1c(O)cc(-c3cc4ccccc4s3)cc1OC2(C)C	96.5	84.3	94.6	85.7	82.2	119.0	74.1	63.2
C[C@]12CCC(=O)C[C@@H]1CC[C@@H]1[C@@H]2CC[C@]2(C)OC(=O)CC[C@@H]12	108.0	116.7	100.9	109.9	110.1	107.8	99.1	112.5
N#Cc1nn(-c2c(Cl)cc(C(F)(F)F)cc2Cl)c(N)c1S(=O)C(F)(F)F (stereo not drawn)	124.9	104.9	100.7	113.0	98.3	58.3	106.0	77.8
COc1ccccc1N1CCN(C(C)C)CC1	101.6	100.5	93.5	98.1	94.9	95.8	98.1	100.5
CCOC(=O)C1=C(N)Oc2c(c(=O)oc3ccccc23)C1c1cc(=O)oc2ccc(Cl)cc12 (stereo not drawn)	103.1	103.8	·	115.8	99.5	104.0	101.5	85.4
BrCC[N+]12CC[N+](CCBr)(CC1)C2	110.2	115.3	101.3	114.4	90.7	116.8	103.6	113.8
O=C(O)c1c(Cl)n(Cc2ccc(O)cc2)c2ccc(O)cc12	101.8	101.7	99.4	100.0	98.8	·	100.7	118.3
C/C=C(\C)C(=O)O[C@@H]1C(O)[C@H]2OC(COC(=O)CCC(=O)CCCCCC[C@H](CCCCC)O[C@@H]3OC(C)[C@H](OC(C)=O)C(O)[C@H]3O2)[C@H]1OC(=O)/C=C/c1ccccc1 (stereo partly drawn)	28.7	-5.3*	22.1	18.5	-49.9*	-8.8*	17.6	-6.3*
O=C(NC(O)C(Cl)(Cl)Cl)NC(O)C(Cl)(Cl)Cl (stereo not drawn)	120.4	94.3	103.2	113.8	101.3	97.8	102.1	103.3
CN1C(=O)C(=S(C)C)C(=O)N(C)C1=O	·	114.7	109.4	115.0	80.2	111.5	103.5	95.1
CCN1C(=O)NC(=O)C(CC)(NC(=O)c2cc(F)c(F)c(F)c2F)C1=O (stereo not drawn)	84.6	98.1	126.5	114.0	107.2	104.1	105.5	108.4
CC(=O)N(CCc1ccccc1)N=O	113.8	116.5	100.0	111.4	96.0	100.8	97.0	97.2
O=Cc1ccc2c(c1)OCO2	98.6	98.3	102.9	114.0	93.5	105.8	91.7	98.1
O=c1c2cc(F)ccc2[nH]c(=S)n1-c1ccccc1	95.1	101.3	113.7	116.7	·	111.1	103.1	95.6
O=c1oc2ccccc2c(O)c1C(C/C(CCN1CCCC1)=N/O)c1ccccc1 (stereo not drawn)	101.8	93.3	93.2	107.8	92.3	113.7	97.7	94.0
CC1CNC(=S)N1 (stereo not drawn)	103.3	101.5	94.6	110.2	102.3	108.5	99.2	91.2
CCCCCCCCCCCCCCCC[N+](C)(C)C	2.2*	-8.6*	-41.5*	-74.7*!	-73.9*	-17.0*	-78.0*!	-13.9*
CNC(=O)Oc1ccc(C(C)(C)C)cc1OC(=O)NC	106.4	104.9	·	107.2	92.4	88.4	93.9	98.9
Brc1ccc2ccccc2c1	·	101.5	105.5	112.0	100.5	102.8	102.0	99.2
COc1ccc(CC2c3cc(OC)c(OC)cc3CCN2C)cc1OC (stereo not drawn)	95.3	94.6	103.7	100.2	96.4	102.0	95.6	97.3
O=C(CI)Nc1ccc(Br)cc1	131.9	44.2	·	108.6	-78.6*	79.1	32.4	26.7

Part of the list above in order of molar mass, rising.
SMILES	HS 578T	MDA-MB-231	BT-549	SK-MEL-28	LOX IMVI	MDA-MB-468	MCF7	T-47D
CC(=O)N(CCc1ccccc1)N=O	113.8	116.5	100.0	111.4	96.0	100.8	97.0	97.2
Brc1ccc2ccccc2c1	·	101.5	105.5	112.0	100.5	102.8	102.0	99.2
COc1ccccc1N1CCN(C(C)C)CC1	101.6	100.5	93.5	98.1	94.9	95.8	98.1	100.5
CNC(=O)Oc1ccc(C(C)(C)C)cc1OC(=O)NC	106.4	104.9	·	107.2	92.4	88.4	93.9	98.9
CCCCCCCCCCCCCCCC[N+](C)(C)C	2.2*	-8.6*	-41.5*	-74.7*!	-73.9*	-17.0*	-78.0*!	-13.9*
C[C@]12CCC(=O)C[C@@H]1CC[C@@H]1[C@@H]2CC[C@]2(C)OC(=O)CC[C@@H]12	108.0	116.7	100.9	109.9	110.1	107.8	99.1	112.5
O=C(O)c1c(Cl)n(Cc2ccc(O)cc2)c2ccc(O)cc12	101.8	101.7	99.4	100.0	98.8	·	100.7	118.3
O=C(CI)Nc1ccc(Br)cc1	131.9	44.2	·	108.6	-78.6*	79.1	32.4	26.7
O=C(NC(O)C(Cl)(Cl)Cl)NC(O)C(Cl)(Cl)Cl (stereo not drawn)	120.4	94.3	103.2	113.8	101.3	97.8	102.1	103.3
COc1ccc(CC2c3cc(OC)c(OC)cc3CCN2C)cc1OC (stereo not drawn)	95.3	94.6	103.7	100.2	96.4	102.0	95.6	97.3
CCN1C(=O)NC(=O)C(CC)(NC(=O)c2cc(F)c(F)c(F)c2F)C1=O (stereo not drawn)	84.6	98.1	126.5	114.0	107.2	104.1	105.5	108.4
O=c1oc2ccccc2c(O)c1C(C/C(CCN1CCCC1)=N/O)c1ccccc1 (stereo not drawn)	101.8	93.3	93.2	107.8	92.3	113.7	97.7	94.0
N#Cc1nn(-c2c(Cl)cc(C(F)(F)F)cc2Cl)c(N)c1S(=O)C(F)(F)F (stereo not drawn)	124.9	104.9	100.7	113.0	98.3	58.3	106.0	77.8
CCOC(=O)C1=C(N)Oc2c(c(=O)oc3ccccc23)C1c1cc(=O)oc2ccc(Cl)cc12 (stereo not drawn)	103.1	103.8	·	115.8	99.5	104.0	101.5	85.4
C/C=C(\C)C(=O)O[C@@H]1C(O)[C@H]2OC(COC(=O)CCC(=O)CCCCCC[C@H](CCCCC)O[C@@H]3OC(C)[C@H](OC(C)=O)C(O)[C@H]3O2)[C@H]1OC(=O)/C=C/c1ccccc1 (stereo partly drawn)	28.7	-5.3*	22.1	18.5	-49.9*	-8.8*	17.6	-6.3*

Retrieved by compound from the entries so far (two):
SMILES	HS 578T	MDA-MB-231	BT-549	SK-MEL-28	LOX IMVI	MDA-MB-468	MCF7	T-47D
COc1ccccc1N1CCN(C(C)C)CC1	101.6	100.5	93.5	98.1	94.9	95.8	98.1	100.5
O=[N+]([O-])c1ccc(C(=Nc2ccccc2)N2CC2)cc1	109.2&111.2	97.5&101.8	102.5&91.9	105.6&105.7	95.3&106.6	96.4&105.7	91.9	99.4&102.8

(list continues)
SMILES	HS 578T	MDA-MB-231	BT-549	SK-MEL-28	LOX IMVI	MDA-MB-468	MCF7	T-47D
CCCCC(CC)CNC1CCCCC1 (stereo not drawn)	87.5	102.8	94.6	108.1	98.6	·	107.0	95.3
CC1(C)CN1CCCCN1CC1(C)C (stereo not drawn)	·	103.0	98.1	108.2	102.3	90.9	94.8	98.3
CC(=O)[O][Hg][c]1nc2c(c(=O)n(C)c(=O)n2C)n1C	105.1	102.4	111.2	90.1	-28.5*	102.2	73.3	88.8
COc1cc(/C=C\[N+](=O)[O-])ccc1O	94.5&105.6	83.6&91.6	56.0	97.3&55.8	-66.1*!	4.9*!	9.9*!	71.1&32.5
NP(N)(=O)c1ccc(Cl)cc1	91.5	98.7	103.2	110.3	96.9	80.5	94.4	87.3
CCCC1(CCSC(=N)N)C(=O)NC(=O)NC1=O	106.4	97.3	101.5	105.1	95.8	101.1	100.6	103.8
Cc1ccc(S(=O)(=O)N(C)N=O)cc1	105.6	100.7	98.9	107.6	96.6	95.2	100.2	·
O=C(Cc1ccc([N+](=O)[O-])cc1)Nc1ccc(S(=O)(=O)F)cc1	76.8	93.6	90.4	97.2	95.5	29.3	78.2	72.7
O=c1[nH]c(N2C[C@@H]3C[C@H](C2)c2cccc(=O)n2C3)nc2sc3c(c12)CCCC3	88.2	90.4	93.3	104.8	101.9	98.4	94.0	83.9
CC(C)(C)[C@H](NC(=O)c1cn(Cc2ccccc2F)c2ccccc12)C(N)=O	107.1	122.9	93.5	117.3	93.1	116.2	96.2	102.6
CCCCC(=O)c1ccccc1	106.2	101.8	106.0	114.5	107.8	118.8	93.8	100.4
C/C=C(\C)C1(CCC)C(=O)NC(=S)NC1=O	102.1	101.8	108.7	97.3	93.1	90.6	108.2	102.8
Clc1cccc(Cl)c1Cl	101.9	117.1	101.7	108.7	100.8	106.8	93.5	85.8
C=C(OP(=O)(OC)OC)Sc1ccccc1C	105.8	109.2	115.8	112.2	106.9	103.2	94.5	93.9
O=c1ccc2cc(OC3OC(CO)C(O)C(O)C3O)c(O)cc2o1 (stereo not drawn)	93.6	99.4	95.4	108.4	92.3	100.2	95.3	100.8
CCN(CC)CCOC(=O)C(c1ccccc1)C1(O)CCCCC1 (stereo not drawn)	188.8	99.1	·	108.4	98.9	96.9	96.5	123.5
CN(C)C(=O)Nc1ccc(Cl)cc1	115.5	107.6	115.7	124.4	105.8	103.0	100.7	97.5
COc1nc2c(c(-c3ccc(F)cc3)c1C#N)[C@H]1CCC(/C2=C\c2ccc(F)cc2)N1C	74.3	90.7	85.9	84.8	101.1	71.3	89.7	70.4
COCCOCCOCCOc1ccc(-n2cc(CCCN(CCNc3ccnc4cc(Cl)ccc34)C(=O)CCC(=O)O[C@@H]3O[C@@H]4OC5(C)CC[C@H]6[C@H](C)CC[C@@H]([C@H]3C)[C@@]46OO5)nn2)cc1	34.9	73.5	4.9*	53.1	1.5*	44.9	22.2	20.6
Cc1nc2ccccc2c(=O)n1-c1ccc([N+](=O)[O-])cc1	·	·	91.7	112.3	·	103.8	95.3	90.4
ClCCN1CCCCC1	99.1	105.3	101.5	99.9	104.5	97.5	96.3	104.4
CN(CCCCN(C)CCOS(C)(=O)=O)CCOS(C)(=O)=O	95.3	79.7	·	95.1	58.0	76.9	71.2	81.1
O=C1C=C2C=C[C@@H]3C[C@@]2(O1)[C@H]1CCCCN31	115.1	80.8	100.1	86.9	77.7	49.8	71.4	76.9
COc1ccc(CCNCc2cccc(OC)c2OC)cc1OC	90.8	104.4	117.2	107.4	97.7	99.0	99.3	96.9
CCC(N)Cc1c[nH]c2ccccc12 (stereo not drawn)	101.0	89.0	119.2	112.6	106.6	104.5	87.9	105.7
O=S(=O)(c1ccccc1)C(Br)Br	·	116.0	102.4	112.8	112.5	105.9	93.5	95.5
CC(=O)OC1CCC2(C)C(CCC3C2CC(=O)C2(C)C3CC(Sc3ccc(N(CCCl)CCCl)cc3)C2C(C)=O)C1 (stereo not drawn)	110.2	85.6	80.8	99.8	55.1	86.6	74.2	66.7
COC(=O)[C@@]12C(N)=NC(=C(C#N)C#N)[C@]1(C#N)[C@H]2c1cc(OC)c(OC)c(OC)c1	94.7	100.7	120.6	107.0	95.3	97.2	83.5	100.4

Screens as filed in PubChem BioAssay.
